High-throughput results from PubChem.
Anthrax LF inh2: Bacillus anthracis LF protease inhibitors, primary screen, biochemical, multiplex microsphere, MLPCN library. Lethal factor (Bacillus anthracis), P15917. multiplex microsphere protease cleavage assay. inhibition, % at 10 µM. hit rate 0.12% among 360,000. AID 588501, 2011; note: plate controls were buffer without enzyme for full effect and enzyme alone for no effect
BoNT A protease: BoNT/A light chain protease inhibitors, primary screen, biochemical, flow cytometry, MLPCN library. inhibition, % at 10 µM. hit rate 0.17% among 360,000. AID 588499, 2011. multiplex microsphere protease substrate cleavage; note: plate controls were buffer without enzyme for full effect and enzyme alone for no effect
BioA inh: M. tuberculosis BioA enzyme inhibitors, primary screen, biochemical, plate reader, single point, HTS; inhibition, % at 9.99 µM; hit rate 0.096% among 360,000; AID 602481, 2012; purified M. tuberculosis BioA enzyme; in the data active = inhibition above about 40%; inconclusive = no clear call, values can overlap the other calls
FBA Mtb inh: Mtb FBA enzyme inhibitors, primary screen, biochemical, fluorescence, strain H37Rv; Fructose-bisphosphate aldolase (Mycobacterium tuberculosis (strain ATCC 25618 / H37Rv)), …; purified M. tuberculosis FBA, fluorescence read-out; inhibition, % at 1 µM; hit rate 2.3% among 360,000; in the data active = inhibition above about 27%;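 note: 0% = vehicle and 100% = reference inhibitor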
Target sequence (P9WQA3 whole entry, looked up): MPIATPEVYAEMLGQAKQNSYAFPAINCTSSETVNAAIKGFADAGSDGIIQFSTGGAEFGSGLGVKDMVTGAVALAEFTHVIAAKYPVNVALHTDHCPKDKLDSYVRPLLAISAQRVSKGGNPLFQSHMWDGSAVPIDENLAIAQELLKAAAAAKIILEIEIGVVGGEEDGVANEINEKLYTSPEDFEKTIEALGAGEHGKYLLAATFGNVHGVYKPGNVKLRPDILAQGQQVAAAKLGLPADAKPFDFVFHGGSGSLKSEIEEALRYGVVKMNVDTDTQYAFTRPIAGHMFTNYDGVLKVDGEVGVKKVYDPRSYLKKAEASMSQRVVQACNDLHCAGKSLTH
PfHsp40 rescue: rescue of yeast from PfHsp40 toxicity, primary screen, S. cerevisiae, ATP luminescence. S. cerevisiae expressing PfHsp40, growth rescue. growth rescue, % at 12.5 µM. hit rate 0.68% among 340,000; in the data active = growth rescue above about 28%, passing the limit was not always enough; inconclusive = no clear call, values can overlap the other calls;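 note: yeast W303a lacking pdr1 and pdr3 grown in galactose medium; growth measured after three days at 30 °C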
BoNT-F LC inh: BoNT/F light chain protease inhibitors, primary screen, biochemical, flow cytometry, MLPCN library | Botulinum neurotoxin type F light chain protease (Clostridium botulinum) | Multiplex microsphere protease cleavage assay | inhibition, % at 10 µM | hit rate 0.22% among 360,000 | AID 588497, 2011; in the data active = inhibition above about 35%, passing the limit was not always enough; inconclusive = no clear call, values can overlap the other calls; note: plate controls were buffer without enzyme for full effect and enzyme alone for no effect
Mtb UGM inh: M. tuberculosis UGM enzyme inhibitors, primary screen, biochemical, fluorescence polarization, single point. UDP-galactopyranose mutase (Mycobacterium tuberculosis (strain ATCC 25618 / H37Rv)), …. purified UGM, fluorescence polarization probe displacement. inhibition, % at 10 µM. hit rate 0.06% among 320,000. AID 504406, 2011; in the data active = inhibition above about 10%, passing the limit was not always enough; inconclusive = no clear call, values can overlap the other calls
Target sequence (P9WIQ1 whole entry, looked up): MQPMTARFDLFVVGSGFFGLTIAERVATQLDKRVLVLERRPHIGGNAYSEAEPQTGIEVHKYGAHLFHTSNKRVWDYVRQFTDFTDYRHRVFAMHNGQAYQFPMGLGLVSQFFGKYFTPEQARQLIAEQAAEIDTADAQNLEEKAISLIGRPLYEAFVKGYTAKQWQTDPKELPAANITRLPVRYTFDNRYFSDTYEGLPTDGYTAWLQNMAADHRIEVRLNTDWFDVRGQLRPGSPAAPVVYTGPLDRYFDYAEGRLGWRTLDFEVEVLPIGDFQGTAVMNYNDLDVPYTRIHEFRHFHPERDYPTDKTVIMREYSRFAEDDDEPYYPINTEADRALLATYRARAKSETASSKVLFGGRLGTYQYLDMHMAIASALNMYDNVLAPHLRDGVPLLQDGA
FadD28 binding: inhibitors of FadD28 bisubstrate probe binding, primary screen, biochemical, fluorescence polarization, single point | Mycobacterium tuberculosis FadD28 fatty-acid-AMP ligase | inhibition, % at 12.5 µM | hit rate 0.22% among 360,000; in the data active = inhibition above about 8.5%, passing the limit was not always enough; inconclusive = no clear call, values can overlap the other calls
GDH-TPI counter: GDH-TPI coupling enzyme inhibitors, primary screen, artefact control for M. tuberculosis FBA inhibitor project, biochemical, absorbance, full deck. GDH-TPI coupled enzyme counterscreen, NADH absorbance. inhibition, % at 4.8 µM. hit rate 1.2% among 360,000; in the data active = inhibition above about 30%;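 note: 0% = DMSO wells and 100% = wells lacking the enzyme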
The depositor's hits bear a star; ? = inconclusive; . = not tested or not shown; & = joins results of further samples. Cut-off read from the data, not from the text of the source, unless noted: active = inhibition above about 30%; inconclusive = no clear call, values can overlap the other calls; inactive = below that.

SMILES	Anthrax LF inh2	BoNT A protease	BioA inh	FBA Mtb inh	PfHsp40 rescue	BoNT-F LC inh	Mtb UGM inh	FadD28 binding	GDH-TPI counter
Cc1cccn2c(=O)c3cc(C(=O)N4COCC4(C)C)sc3nc12	-1	0.4	.	44*	1.1	-1	3.1	-2.9	-8
Cc1[nH]n(-c2ccccc2)c(=O)c1C(c1ccc(O)c([N+](=O)[O-])c1)c1c(C)[nH]n(-c2ccccc2)c1=O	-1	0.0	2.4	-21	2.4	-16	1.2	2.7	1
CCN1CSC(=S)N(Cc2ccc(OC)cc2)C1	3	-0.2	.	2	2.8	2	0.9	-1.8	9
CCOc1ccc(NS(=O)(=O)c2cc(NC(=O)c3cccc(C)c3)ccc2Cl)cc1	-1	-0.6	.	3	-1.1	-2	0.9	0.0	7
O=C(COc1ccc2ccc(=O)oc2c1)N1CCN(c2ccc(F)cc2)CC1	0	-0.3	55*	-2	0.5	3	-2.1	-2.8	-3
NS(=O)(=O)Cc1noc2ccccc12	-6&-5	-0.1&-0.9	-1.3&-1.8	0&3	-0.5&-0.2	-6&0	-1.9	-1.9&-0.8	-9&3
CCCN1CCN(C(=O)CCc2nnc3ccc(N4CCN(c5cccc(OC)c5)CC4)nn23)CC1	-6	0.0	2.9	-1	0.2	-7	-0.3	-1.3	4
COc1ccc(CNCCc2ccc(Cl)cc2)cc1OCc1ccccc1	-8	-0.2	-1.1	2	0.4	-6	-0.9	-6.6	10
NNC(=O)c1nc[nH]c1C(=O)Nc1ccccc1	17	2.8	-2.6	5	-0.8	13	-3.0	-0.3	7
CC(=O)N1CCN(c2ccc(Oc3nc(-c4ccccc4)nc4ccccc34)cc2)CC1	1	-0.6	.	-2	-0.4	-4	.	-1.6	2
Cc1cccc(N2CCN(C(=O)c3cccn4c(=O)c5c(C)c(C)sc5nc34)CC2)c1C	7	4.4	1.5	-4	0.1	-14	-3.2	-0.3	11
COCCNC(=O)C(c1ccc(O)cc1)N(Cc1cccs1)C(=O)CCC(=O)Nc1ccccn1 (configuration not stated)	0	-3.3	-1.8	0	-1.1	-12	-1.4	-1.9	-1
COc1ccc(NS(=O)(=O)c2cccc(C(=O)NNC(=O)CNC(=O)c3ccccc3F)c2)cc1	-1	0.8	-0.4	0	-1.1	-3	1.4	-2.3	-1
CCCCc1nnc(NC(=O)C23CC4CC(CC(NC(C)=O)(C4)C2)C3)s1	-2	-2.2	1.4	-1	0.8	-2	-0.4	0.2	4
CCOC(=O)c1c(C)c(C(=O)N2CCN(c3ccc(F)cc3)CC2)c(C)n1C	-3	0.0	0.0	2	2.1	0	0.9	-0.3	5
CCOc1ccccc1C1C(C(=O)Nc2ccccc2OC)=C(C)Nc2nc(CCCO)nn21 (configuration not stated)	-11	-0.6	-1.3	3	-0.1	-10	-0.4	-1.5	0
CN=C1SC(CC(=O)Nc2sc(C)c(C)c2C(=O)OC)C(=O)N1C (configuration not stated)	-4	-0.6	-1.3	-4	-2.1	-1	-2.6	-1.9	-4
O=C(CSC1CCCCC1)Nc1nccs1	2	-0.1	-2.5	2	0.0	-5	0.0	-0.3	11
CC1(C)CC(NC(=O)C2CCCCC2C(=O)O)CC(C)(C)N1 (configuration not stated)	9	1.1	.	2	-0.3	-4	-0.1	-3.1	-6
O=C(COc1ccc(Cl)cc1Cl)NC(=O)N1CCCCC1	1	-0.5	.	0	0.6	-2	2.8	-1.7	-3
Cc1ccc(NC(=O)c2ccc(-c3cc(Cl)ccc3Cl)o2)c(C)c1	-4	-0.4	-0.2	0	.	1	.	-8.7	1
CCOc1cccc(Nc2cc3n(c(=O)n2)CCc2cc(OC)c(OC)cc2-3)c1	-8	1.2	-1.2	22	0.4	3	1.8	-12	27
CC1=C(C(=O)Nc2ccccn2)C(c2cn(C)nc2C)C2=C(CCCC2=O)N1 (configuration not stated)	-3	0.6	.	37*	0.7	-8	-2.0	-1.1	14
CN(C)c1ncc(CN2CCC(CO)(CCCc3ccccc3)CC2)s1	0	-0.7	0.9	7	1.3	-3	-1.8	-1.8	17
Cc1ccc(-n2c(N)c(S(=O)(=O)c3ccccc3)c3nc4ccccc4nc32)cc1	4	0.8	.	33*	1.5	1	1.0	-0.5	7
C=CCNc1nc(NCCO)nc(N2CCCC2)n1	4	0.9	-0.3	0	-1.6	0	1.2	-3.0	9
COC(=O)c1cc(-c2ccc(Cl)cc2)n[nH]1	-1	0.4	.	-7	-1.1	-1	0.6	-4.2	-1
CCN1C(=O)C(C(=O)Nc2ccc(OC)cc2)C2CC1(C)Oc1ccccc12 (configuration not stated)	-5	0.1	.	-2	-0.1	9	1.2	-3.1	11
COc1ccc(NC(=O)C2(C)Cc3c(-c4cccc(NC(C)=O)c4)ccnc3O2)cc1OC (configuration not stated)	-4	0.4	5.3	0	.	2	.	-2.5	16
N=c1c(S(=O)(=O)c2ccc(Cl)cc2)cc2c(=O)n3ccccc3nc2n1C1CCCC1	2	-1.1	-2.8	3	-2.2	-3	3.0	-3.0	0
CC(OC(=O)c1ccc(NS(=O)(=O)c2cccs2)cc1)C(=O)N(C)C1CCCCC1 (configuration not stated)	1	0.0	3.4	-2	0.7	0	-2.3	-2.2	11
CCC(C)C(NC(=O)OC(C)(C)C)C(=O)NC(Cc1ccccc1)C(=O)OC (configuration not stated)	2	0.2	-1.9	5	-2.4	-7	-0.1	-3.3	4
CCCCSc1nnc(-c2ccc(OC)cc2)n1C	0	0.9	16	4	0.8	7	0.7	-0.7	1
COc1ccc(NC(=O)COC(=O)CN2C(=O)C3CCCCC3C2=O)cc1 (configuration not stated)	-3	-1.7	-1.6	-3	.	-10	.	-1.7	2
CC(=O)OCc1c(C(F)(F)F)nn(C)c1Oc1ccccc1	1	-3.3	0.4	-1	-0.5	-5	-2.5	-0.8	1
Cc1cc(NO)c(C(C)C)cc1N=O	0	0.3	.	-1	-1.1	-3	0.7	1.4	14

Two entries picked at random from the list so far, as already listed:
SMILES	Anthrax LF inh2	BoNT A protease	BioA inh	FBA Mtb inh	PfHsp40 rescue	BoNT-F LC inh	Mtb UGM inh	FadD28 binding	GDH-TPI counter
N=c1c(S(=O)(=O)c2ccc(Cl)cc2)cc2c(=O)n3ccccc3nc2n1C1CCCC1	2	-1.1	-2.8	3	-2.2	-3	3.0	-3.0	0
Cc1ccc(-n2c(N)c(S(=O)(=O)c3ccccc3)c3nc4ccccc4nc32)cc1	4	0.8	.	33*	1.5	1	1.0	-0.5	7

(cont.)
SMILES	Anthrax LF inh2	BoNT A protease	BioA inh	FBA Mtb inh	PfHsp40 rescue	BoNT-F LC inh	Mtb UGM inh	FadD28 binding	GDH-TPI counter
CCCCn1c(N)c(N(CCOC)C(=O)c2ccc(C)o2)c(=O)[nH]c1=O	.	.	.	-3	-0.2	.	1.1	-0.7	14
O=C(Nc1ccc(Cl)cc1)c1ccc(-n2cncn2)c([N+](=O)[O-])c1	-2	-5.1	36	1	0.3	-9	0.1	0.1	-7
Cc1ccc(NCc2ccccc2OCc2ccccc2F)cc1	-7	-0.7	-3.1	-10	5.5	-23	-0.5	-2.3	-1
Cc1nc(NS(=O)(=O)c2ccccc2)sc1C(=O)NNS(=O)(=O)c1ccccc1	0	-0.7	0.1	2	-0.5	-2	-1.6	2.0	4
COc1ccc(NC(=O)COc2ccccc2)cc1Cl	-14	-5.9	1.4	0	0.6	-35	1.7	-1.4	6
Cn1c(=S)c2[nH]c(SCc3cccnc3)nc2n(C)c1=O	0	1.1	0.6	5	8.1	7	.	-0.2	29
CSCc1ccc(C(=O)OCc2nc3ccccc3s2)o1	-2	-0.3	0.9	2	0.7	-2	0.4	-0.1	-1
CCc1nc2ccc(C(=O)NCCc3ccccn3)cn2c1N(CCC(C)C)CCN(C)C	-8	-0.6	-0.6	4	.	-7	.	-0.5	11
O=C(Cn1cnc2c(nnn2-c2ccccc2)c1=O)N1CCC(Cc2ccccc2)CC1	2	-1.3	-1.2	0	-0.2	-8	-5.3	-3.1	-8
Cc1c(/C=N/Nc2nc3ccccc3[nH]2)c2ccccc2n1C	-6	-1.2	6.9	1	4.7	?	-2.0	1.3	32*
CCC1(c2ccccc2)NC(=O)N(CC(=O)Nc2ccc3c(c2)OCO3)C1=O (configuration not stated)	0	0.2	-9.4	-2	1.7	-2	-0.1	-5.8	-4
CCN(CC)C(=O)CSc1nnc(-c2cc(-c3ccc(Cl)cc3)nc3ccccc23)o1	1	0.8	.	1	0.6	0	-2.3	-2.3	6
CCNC(=O)C1CCCN1S(=O)(=O)c1ccc2ccccc2c1 (configuration not stated)	-2	-0.7	-3.3	4	-0.5	-4	0.1	-0.6	2
COc1cc(C(C)=NNC(=O)c2ccncc2)ccc1O	-2	0.0	0.0	10	-0.6	0	.	-1.0	25
Cc1cccc(C(=O)Nc2cc(S(=O)(=O)N3CCOCC3)ccc2N2CCCC2)c1	-6	-2.3	.	2	1.4	4	.	-0.4	5
COc1ccc2cc1Oc1ccc(cc1)C[C@H]1c3cc(c(OC)cc3CCN1C)Oc1c(OC)c(OC)cc3c1[C@H](C2)N(C)CC3	-2	-1.1	0.1	-4	0.7	-6	3.4	-6.8	-2
CCCCC(NC(=O)Cc1c(C)c2cc3c(-c4ccccc4)coc3c(C)c2oc1=O)C(=O)O (configuration not stated)	-7	0.4	1.9	3	-0.4	-24	1.1	-4.6	16
O=C1NC(=O)C(CC(=O)N(Cc2ccco2)C2(C(=O)NC3CCCC3)CCCCC2)N1 (configuration not stated)	5	1.7	-1.4	-7	0.5	?	-0.5	-5.4	-1
CCOc1ccc(S(=O)(=O)N2CCN=C2c2ccccc2)c(C)c1C	0	-2.5	1.0	4	12	-10	4.0	-3.3	1
Cc1ccc(NS(=O)(=O)c2ccc3c(c2)CC(=O)N3)c(C)c1	-9	0.9	-0.7	0	0.0	3	1.2	-2.2	4
CN(C(=O)CSc1nnc(-c2ccco2)n1C)C1CCCCC1	-3	1.1	-2.3	3	0.6	0	.	-0.6	5
C[C@@]12C(=O)N(c3ccc(F)cc3)C(=O)N1[C@@H]1c3ccccc3OC[C@@H]1[C@H]2c1ccccc1	0	-0.2	-2.0	4	-1.2	0	0.1	-2.6	3
COC(=O)C1=C(C)N(C(C)c2ccccc2)C(=O)C1 (configuration not stated)	0	-0.8	-0.8	0	-0.9	-8	1.0	-1.2	1
O=C(Nc1nnc(CCN2CCCCC2)s1)C1CCCCC1	0	0.2	1.8	14	0.8	-5	1.9	1.7	2
CCC(C)[C@H]1CNC(=S)N1CCc1cc(C(F)(F)F)cc(C(F)(F)F)c1 (some centres not stated)	-10	-1.0	1.1	4	9.9	-9	1.7	-1.6	14
CCOc1ccc(-n2c(-c3ccco3)n[nH]c2=S)cc1	0	2.2	-2.2	2	-0.6	15	2.2	-4.4	-9
CC(=O)N1CCOc2ccc(S(=O)(=O)N3CCN(c4cccc(C(F)(F)F)c4)CC3)cc21	4	1.3	0.2	1	-0.1	13	-0.3	-1.5	7
